core dimer inh: inhibitors of HCV core protein dimerization, primary screen, biochemical, TR-FRET, high-throughput | AID 1899, 2009 | TR-FRET GST/Flag-core106 dimerization, 1536-well | 300,000 compounds, 0.33% hits | inhibition, % at 5 µM;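 active means inhibition above the mean of all tested compounds plus 3 SD, set per screening campaign, cut at about 45% in these data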
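System: GST/Flag-tagged HCV core106 proteins. Incubation: compound-protein-antibody incubation 4 h at 22.5 °C. Technique: HTRF with 340 nm excitation, 617/671 nm emission. Medium: KF-containing HEPES buffer, pH 7.45, DTT, CHAPS, BSA. Read-out: inhibition (%) from 671 over 617 nm ratio. Also added: Eu(K)-anti-GST 90 ng/mL plus XL665-anti-Flag 1 µg/mL.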
PP1 counter: PP1-alpha phosphatase inhibitors, primary screen, counter-screen for PP5 inhibitor project, biochemical, fluorescence, OMFP substrate, single point. purified PP1alpha. inhibition, % at 6.7 µM. 320,000 compounds, 0.9% hits;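 active means inhibition above the mean inhibition of all tested compounds plus 3 SD, computed separately for each screening campaign, cut at about 15% in these data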
Fh CTSL1 inh: Fasciola hepatica cathepsin L1 inhibitors, primary screen, counter-screen for PFM18AAP inhibitor project, biochemical, QFRET, fluorogenic peptide substrate. inhibition, % at 5.96 µM. recombinant F. hepatica cathepsin L1, Z-Leu-Arg-MCA fluorescence. 300,000 compounds, 0.49% hits. AID 1906, 2009;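 active means inhibition above the mean of all tested compounds plus 3 SD, set per screening campaign, cut at about 17% in these data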;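 further: 0% = plate median of test compound wells and 100% = 1 µM Z-Phe-Ala-diazomethylketone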
TPT1 inh: Candida albicans TPT1 enzyme inhibitors, primary screen, biochemical, fluorescence polarization; tRNA 2'-phosphotransferase TPT1 (Candida albicans SC5314); recombinant caTPT1, FP RNA substrate dephosphorylation; inhibition, % at 5 µM; 300,000 compounds, 0.81% hits; AID 1962, 2009;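 active means inhibition above the mean of all tested compounds plus 3 SD, set per screening campaign, cut at about 24% in these data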;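 further: plate controls were DMSO alone for no effect and ferristatin control at 100 nM for full effect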
proCasp7 act: procaspase-7 activators, primary screen, counter-screen for procaspase-3 activator project, biochemical, absorbance, HTS, human; recombinant procaspase-7, Ac-DEVD-pNA absorbance 405 nm; D23A/D198A/D206A triple mutant, cannot self-cleave; scale: DMSO 0, 5 µM enzyme 100; activation, % at 8.5 µM; 330,000 compounds, 0.093% hits; AID 463210, 2010;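 active means percent activation above the screen-wide mean plus 3 SD, cut at about 25% in these data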
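System: Uncleavable procaspase-7 mutant enzyme; Amount: 2 µM procaspase-7 mutant as dispensed; Schedule: 1 h compound preincubation, 2 h substrate cleavage, 25 °C; Measured by: 405 nm absorbance of p-nitroaniline; Evaluation: percent activation from buffer-corrected 0–120 min absorbance change; Control set: low DMSO alone, high DMSO plus 5 µM PC-7.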
Efflux pump mplx: inhibitors of Candida efflux pumps in yeast, primary screen, S. cerevisiae, Nile Red, multiplex. S. cerevisiae Candida pump triplex. inhibition, % at 10 µM. 330,000 compounds, 0.44% hits. AID 485275, 2010;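 active means plate passing quality check with inhibition over a set limit, or well fluorescence over plate mean plus 4 SD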;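 further: Nile Red retained in pooled yeast measured as flow cytometry median fluorescence; 0% = buffer negative control and 100% = Enniatin B positive control; higher means more Nile Red kept so more efflux inhibition; some compounds called inactive have numbers as strong as hits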
PP5 primary: PP5 phosphatase inhibitors, primary screen, biochemical, fluorescence; Serine/threonine-protein phosphatase 5 (Homo sapiens), P53041; purified PP5c, OMFP substrate fluorescence; inhibition, % at 6.7 µM; 320,000 compounds, 0.18% hits; AID 1987, 2009;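 active means inhibition above the campaign's mean inhibition across all tested compounds plus 3 SD, cut at about 9.5% in these data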;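 further: 0% = DMSO only and 100% = 100 µM cantharidin control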
Target sequence (P53041 whole entry, looked up): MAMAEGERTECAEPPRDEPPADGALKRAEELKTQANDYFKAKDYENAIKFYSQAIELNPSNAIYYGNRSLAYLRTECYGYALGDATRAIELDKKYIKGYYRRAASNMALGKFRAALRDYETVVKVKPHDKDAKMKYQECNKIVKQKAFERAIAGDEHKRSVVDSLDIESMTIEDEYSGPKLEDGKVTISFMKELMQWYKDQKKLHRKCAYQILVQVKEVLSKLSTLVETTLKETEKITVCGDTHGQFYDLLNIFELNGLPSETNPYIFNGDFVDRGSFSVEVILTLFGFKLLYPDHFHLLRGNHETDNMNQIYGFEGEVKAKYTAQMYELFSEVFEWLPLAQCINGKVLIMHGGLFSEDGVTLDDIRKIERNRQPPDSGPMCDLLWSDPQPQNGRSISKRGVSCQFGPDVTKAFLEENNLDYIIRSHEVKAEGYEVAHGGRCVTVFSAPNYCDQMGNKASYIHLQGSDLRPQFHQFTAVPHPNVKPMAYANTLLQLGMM
JMJD2C inh: inhibitors of GASC-1 histone demethylase, primary screen, biochemical, fluorescence, DELFIA europium | Lysine-specific demethylase 4C (Homo sapiens), Q9H3R0 | GST-JMJD2C(1-420) H3K9me3 demethylation | inhibition, % at 2.35 µM | 330,000 compounds, 0.069% hits;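 active means more than half of a compound's replicate wells show inhibition beyond 50%, single wells judged on their own value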;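 further: signal counts dimethyl H3K9 product captured on neutravidin plate; 0% = median of DMSO wells and 100% = 0.3 times that DMSO median; strong numbers were not always called active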
Target sequence (Q9H3R0 1-420 limits assumed): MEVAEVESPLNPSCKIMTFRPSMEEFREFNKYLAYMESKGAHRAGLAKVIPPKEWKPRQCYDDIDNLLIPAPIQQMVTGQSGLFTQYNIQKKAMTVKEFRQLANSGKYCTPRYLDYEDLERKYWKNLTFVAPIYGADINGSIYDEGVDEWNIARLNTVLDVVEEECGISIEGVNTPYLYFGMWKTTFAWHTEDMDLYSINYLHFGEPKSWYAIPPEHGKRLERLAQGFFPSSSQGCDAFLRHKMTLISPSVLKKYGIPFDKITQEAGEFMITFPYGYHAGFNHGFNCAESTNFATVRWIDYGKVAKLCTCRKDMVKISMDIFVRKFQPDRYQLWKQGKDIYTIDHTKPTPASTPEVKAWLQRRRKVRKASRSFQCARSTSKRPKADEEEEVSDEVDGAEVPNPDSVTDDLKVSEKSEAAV
procasp3 activ: activators of human procaspase-3 D3A mutant, primary screen, biochemical, absorbance, PC-3 D3A mutant, single concentration; Caspase-3 (Homo sapiens), P42574; recombinant procaspase-3 D3A, Ac-DEVD-pNA absorbance 405 nm; activation, % at 8.5 µM; 330,000 compounds, 0.11% hits;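 active means activation above the mean of all tested compounds plus 3 SD, cut at about 21% in these data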;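 further: 0% = DMSO alone and 100% = DMSO wells spiked with extra 5 µM PC-3 D3A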
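material = Procaspase-3 D3A mutant | probe or stimulus = Ac-DEVD-pNA | compound = single dose, 8.5 µM nominal compound, 0.8% DMSO | timing = 1 h preincubation, 2 h reaction | measured by = 405 nm absorbance of p-nitroaniline, reads at 0 and 120 min | benchmarks = DMSO-only low control, 5 µM PC-3 D3A high control | repeats = singlicate, each compound tested once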
Starred values were filed as active, the others as inactive.

CC(C)NC(=O)C(c1ccc(F)cc1)N(Cc1ccco1)C(=O)CCC(=O)Nc1ccccn1 (configuration not stated) was read as core dimer inh 3, PP1 counter 2, Fh CTSL1 inh -2, TPT1 inh 2, proCasp7 act -6, Efflux pump mplx 0.1, PP5 primary 4.3, JMJD2C inh -1 and procasp3 activ 3.
`Brc1cccc(OCCSc2ncccn2)c1` gave core dimer inh 4, PP1 counter -1, Fh CTSL1 inh 5, TPT1 inh 0, proCasp7 act -4, Efflux pump mplx 0.2, PP5 primary 1.1, JMJD2C inh 3 and procasp3 activ -1.
Screening N#C/C(=C(/O)CN1CCN(c2ccccc2F)CC1)c1nc(-c2ccc(Cl)cc2)cs1 returned core dimer inh 12, PP1 counter -2, Fh CTSL1 inh 0, TPT1 inh 2, proCasp7 act -2, Efflux pump mplx -0.3, PP5 primary 0.0, JMJD2C inh 3 and procasp3 activ 4.
`CCOc1ccccc1NC(=O)NNS(=O)(=O)c1cc(OC)ccc1OC` gave core dimer inh 2, PP1 counter 1, Fh CTSL1 inh -2, TPT1 inh -2, proCasp7 act 11, Efflux pump mplx 0.1, PP5 primary 0.2, JMJD2C inh -4 and procasp3 activ 0.
For O=C(CN1C(=O)NC2(CCOc3ccccc32)C1=O)Nc1cccc(Cl)c1 (configuration not stated) the results were core dimer inh -5, PP1 counter -4, Fh CTSL1 inh -8, TPT1 inh 2, proCasp7 act 12, Efflux pump mplx 0.2, PP5 primary 1.7, JMJD2C inh 6 and procasp3 activ 0.
Screening COc1ccc(OC)c(/C=C/C(=O)N(C)CC(=O)Nc2cc(C)ccc2C)c1 returned core dimer inh 0, PP1 counter -2, Fh CTSL1 inh -2, TPT1 inh 0, proCasp7 act -3, Efflux pump mplx -0.1, PP5 primary 1.3, JMJD2C inh 13 and procasp3 activ -5.
`COc1cc(/C=N/NC(=O)c2cccnc2)ccc1OCC(=O)N1CCOCC1` gave core dimer inh 2, PP1 counter -7, Fh CTSL1 inh 3, TPT1 inh -1, proCasp7 act 8, Efflux pump mplx -0.1, PP5 primary 2.7, JMJD2C inh -7 and procasp3 activ 3.
Screening CC1CCN(C(=O)CCNS(=O)(=O)c2ccc(Br)cc2)CC1 returned PP1 counter 0, proCasp7 act -1, Efflux pump mplx -0.1, PP5 primary 2.2, JMJD2C inh -3 and procasp3 activ 8.
`CN(CC(=O)NCc1ccc(Cl)cc1)S(=O)(=O)c1cccc2cccnc12` gave core dimer inh 2, PP1 counter -6, Fh CTSL1 inh -2, TPT1 inh 4, proCasp7 act 3, Efflux pump mplx 0.0, PP5 primary 4.0, JMJD2C inh 11 and procasp3 activ -4.
Cc1cc(N2CCN(S(=O)(=O)Cc3ccccc3)CC2)n2ncnc2n1 was read as core dimer inh -1, PP1 counter -6, Fh CTSL1 inh 3, TPT1 inh 1, proCasp7 act -1, Efflux pump mplx -0.1, PP5 primary 3.0, JMJD2C inh -1 and procasp3 activ 12.
For O=S(=O)(NCc1cn2ccsc2n1)c1cccs1 the results were core dimer inh 2, PP1 counter -1, Fh CTSL1 inh 0, TPT1 inh -5, proCasp7 act 1, Efflux pump mplx -0.1, PP5 primary -1.2, JMJD2C inh 8 and procasp3 activ -9.
COc1ccccc1OCC(=O)Nc1ccc(S(=O)(=O)N2CCN(C)CC2)cc1 was read as core dimer inh -4, PP1 counter 0, Fh CTSL1 inh -2, TPT1 inh -4, proCasp7 act -3, Efflux pump mplx 0.0, PP5 primary 0.9, JMJD2C inh -2 and procasp3 activ 2.
For Nc1ncnc2c1ncn2[C@@H]1O[C@H](CN=C2NS(=O)(=O)c3ccccc32)[C@@H](O)[C@H]1O the results were proCasp7 act 8, Efflux pump mplx -0.1, JMJD2C inh 12 and procasp3 activ 2.
For CCOC(=O)N1CCC(N2Cc3cccc(C(=O)Nc4cc(F)ccc4F)c3C2=O)CC1 the results were core dimer inh 2, PP1 counter 1, Fh CTSL1 inh 0, TPT1 inh 3, proCasp7 act 3, Efflux pump mplx 0.1, PP5 primary 2.2, JMJD2C inh -17 and procasp3 activ -2.
COc1ccc(CC(=O)Nc2nccs2)cc1OC was read as core dimer inh 1, PP1 counter -4, Fh CTSL1 inh -5, TPT1 inh 2, proCasp7 act -6, Efflux pump mplx 0.2, PP5 primary 0.8, JMJD2C inh 2 and procasp3 activ 10.
Screening O=C(Nc1ccc(S(=O)(=O)Nc2cnc3ccccc3n2)cc1)c1ccc(Cl)cc1Cl returned core dimer inh 6, PP1 counter -2, Fh CTSL1 inh -4, TPT1 inh 0, proCasp7 act -1, Efflux pump mplx -0.1, PP5 primary 1.7, JMJD2C inh 4 and procasp3 activ 2.
Clc1ccc(-c2nnc3n2CCCS3)cc1 was read as core dimer inh -3, PP1 counter 2, Fh CTSL1 inh 0, TPT1 inh -4, proCasp7 act -9, Efflux pump mplx -0.3, PP5 primary 1.4, JMJD2C inh 2 and procasp3 activ -5.
Cc1ccc(NC(=O)C2CC(=O)n3c(nc4ccccc43)N2)cc1Cl (configuration not stated) was read as core dimer inh 4, PP1 counter 3, Fh CTSL1 inh -2, TPT1 inh 5, proCasp7 act 7, Efflux pump mplx 0.0, PP5 primary 0.8, JMJD2C inh -10 and procasp3 activ -7.
O=C(CSc1nc(C(F)(F)F)cc(=O)[nH]1)Nc1cccc2ccccc12 was read as core dimer inh 1, PP1 counter -4, Fh CTSL1 inh 3, TPT1 inh -1, proCasp7 act 1, Efflux pump mplx -0.4, PP5 primary -2.3, JMJD2C inh -19 and procasp3 activ -2.
`Cn1c(=O)c2c(ncn2CC(=O)Nc2ccc(Cl)cc2Cl)n(C)c1=O` gave core dimer inh -5, PP1 counter -6, Fh CTSL1 inh 4, TPT1 inh -4, proCasp7 act 0, Efflux pump mplx -0.1, PP5 primary 2.1, JMJD2C inh 5 and procasp3 activ 8.
Screening CN(c1ccc(C(=O)NCCC2=CCCCC2)cc1)S(C)(=O)=O returned core dimer inh -2, PP1 counter -5, Fh CTSL1 inh -2, TPT1 inh -2, proCasp7 act 13, Efflux pump mplx 0.0, PP5 primary -1.5, JMJD2C inh -11 and procasp3 activ -5.
CCCc1cc(=O)n2[nH]c(-c3ccc(Cl)cc3)cc2n1 was read as core dimer inh 3, PP1 counter -2, Fh CTSL1 inh -4, TPT1 inh -3, proCasp7 act -8, Efflux pump mplx -0.1, PP5 primary 0.5, JMJD2C inh -3 and procasp3 activ 8.
`O=C1C=C(c2ccc(F)cc2OCc2ccccc2)C[C@@H](c2ccc(F)cc2)C1` gave PP1 counter 8, proCasp7 act -9, Efflux pump mplx 0.4, PP5 primary 1.6, JMJD2C inh 20 and procasp3 activ -2.
O=C(CN1c2ccccc2Sc2ccccc21)NNC(=O)Nc1ccc(Cl)c(Cl)c1 was read as core dimer inh 14, PP1 counter 3, Fh CTSL1 inh 4, TPT1 inh -1, proCasp7 act 4, Efflux pump mplx 0.0, PP5 primary 1.4, JMJD2C inh -7 and procasp3 activ 3.
Screening O=C(O)CSCc1nc2ccccc2[nH]1 returned core dimer inh -1, PP1 counter -3, Fh CTSL1 inh 3, TPT1 inh -1, proCasp7 act -5, Efflux pump mplx 0.0, PP5 primary -3.5, JMJD2C inh -1 and procasp3 activ 11.
For O=C(Nc1nnc(CCc2ccccc2)s1)c1ccccc1F the results were core dimer inh -2, PP1 counter -2, Fh CTSL1 inh -1, TPT1 inh 0, proCasp7 act 12, Efflux pump mplx 0.2, PP5 primary 2.5, JMJD2C inh 29 and procasp3 activ 6.
`CN(C(=O)COC(=O)c1cccnc1Nc1cccc(C(F)(F)F)c1)C1CCS(=O)(=O)C1` (configuration not stated) gave core dimer inh 0, PP1 counter 0, Fh CTSL1 inh -1, TPT1 inh 1, proCasp7 act 5, Efflux pump mplx 0.1, PP5 primary 1.4, JMJD2C inh 5 and procasp3 activ 6.
`Nc1nnc(SCCOc2ccc(Br)cc2)s1` gave core dimer inh -6, PP1 counter -2, Fh CTSL1 inh 2, TPT1 inh 1, proCasp7 act -1, Efflux pump mplx 0.0, PP5 primary 0.9, JMJD2C inh 3 and procasp3 activ -3.
Screening COc1ccc(-c2[nH]ncc2/C=C(\C#N)C(=O)NC2CC2)cc1 returned core dimer inh -2, PP1 counter -4, Fh CTSL1 inh 3, TPT1 inh -1, proCasp7 act 7, Efflux pump mplx -0.1, PP5 primary -1.0, JMJD2C inh -4 and procasp3 activ 2.
For O=C(CSC1CN(C(c2ccccc2)c2ccccc2)C1)N/N=C/c1ccc(Cl)cc1Cl the results were core dimer inh 3, PP1 counter 6, Fh CTSL1 inh -3, TPT1 inh -2, proCasp7 act -13, Efflux pump mplx 0.1, PP5 primary 4.8, JMJD2C inh 11 and procasp3 activ -1.
For Cc1cccc(-n2cc(CN3CCN(C(=O)c4ncn[nH]4)CC3)c(-c3cccc(F)c3)n2)c1 the results were core dimer inh 5, PP1 counter 4, Fh CTSL1 inh 1, TPT1 inh 0, proCasp7 act -2, Efflux pump mplx 0.1, PP5 primary 1.1, JMJD2C inh -2 and procasp3 activ 1.
Screening Cn1c(NC2CCCCC2)cc(=O)n(C)c1=O returned core dimer inh 11, PP1 counter 5, Fh CTSL1 inh -4, TPT1 inh -1, proCasp7 act -7, Efflux pump mplx -0.1, PP5 primary -1.7, JMJD2C inh -6 and procasp3 activ -16.
Screening CSCCC(NC(=O)COc1ccccc1)C(=O)OCCOc1ccc(Br)cc1 (configuration not stated) returned core dimer inh -2, PP1 counter 8, Fh CTSL1 inh -2, TPT1 inh -1, proCasp7 act 0, Efflux pump mplx 0.5*, PP5 primary -0.4, JMJD2C inh 5 and procasp3 activ 5.
For CN1CCN(c2ccc([N+](=O)[O-])cc2NC(=O)c2cccs2)CC1 the results were core dimer inh -12, PP1 counter 2, Fh CTSL1 inh 13, TPT1 inh -3, proCasp7 act -13, Efflux pump mplx -0.2, PP5 primary -10, JMJD2C inh 13 and procasp3 activ 1.

Screens (PubChem BioAssay)
